HCT116 bCat-KO: beta-catenin-lacking colon tumor cell growth suppression | HCT116 beta-catenin knockout viability, CellTiter-Glo, 60 h; stronger effect = lower value | viability, % at 10 µM | actives 1.5% (n = 140,000);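 active = viability at or under a set limit, the compound median less 4 SD, cut at about 6% in these data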;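 also: 0% = Hyamine 1622 control at 20 µM and 100% = untreated cell control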
Yeast lifespan up: yeast lifespan extension. S. cerevisiae growth with nicotinamide, OD615; deaD strain in restrictive glucose medium. inhibition of the nicotinamide effect, % at 10 µM. actives 0.68% (n = 130,000). AID 775;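 active = inhibition above a set limit, placed 3 SD over the median of all compounds, cut at about 26% in these data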;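 also: 0% = nicotinamide-treated wells and 100% = cells grown without nicotinamide; some compounds called inactive have numbers as strong as hits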
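Test system: DeaD-strain S. cerevisiae / Buffer or medium: restrictive glucose medium / Also added: nicotinamide 1.5 mM / Doses: one concentration, 10 µM, DMSO 0.25% / Schedule: 48 h at 30 °C / Signal: OD615 measurement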
E-sel TNF inh: blocks E-selectin expression induced by TNF alpha. HUVEC TNFa-induced E-selectin immunofluorescence, high content. inhibition, % at 2 µM. actives 0.71% (n = 120,000). AID 1246;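 active = inhibition above the batch mean plus 3 SD, and confirmed as a hit on visual image review, cut at about 43% in these data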;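 also: 0% = TNF-stimulated DMSO wells and 100% = unstimulated control wells; not every result past the cut was called active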
HCT116 PTEN-null: PTEN-deleted cell growth suppression | actives 1.2% (n = 140,000) | HCT116 PTEN-null viability, CellTiter-Glo, 60 h; stronger effect = lower value | AID 827 | viability, % at 10 µM;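 active = viability at or below a set limit, 4 SD under the median of all tested compounds, cut at about 3.7% in these data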;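 also: PTEN knockout HCT116 line with beta catenin targeted HCT116 as companion control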
Phagocytosis inh: macrophage phagocytosis inhibition. J774A.1 macrophage IgG-bead phagocytosis, imaging. inhibition, % at 5 µM. actives 0.07% (n = 110,000);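 active = inhibition above the mean of the plate negative controls plus 5 SD, cut at about 13% in these data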;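 also: phagocytic index as fraction of beads internalized from green versus red external bead signal; plate controls were DMSO negative control for no effect and cytochalasin-D positive control for full effect; some results beyond the cut were filed as inactive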
NPY Y2 blocker: antagonists of human neuropeptide Y receptor Y2; NPY-Y2 expressing cells, antagonist mode; inhibition, % at 2.7 µM; AID 793; actives 0.99% (n = 140,000); in the data active = inhibition above about 17%;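 also: 0% = vehicle with agonist challenge and 100% = reference antagonist with challenge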
Target sequence (P49146 whole entry, looked up): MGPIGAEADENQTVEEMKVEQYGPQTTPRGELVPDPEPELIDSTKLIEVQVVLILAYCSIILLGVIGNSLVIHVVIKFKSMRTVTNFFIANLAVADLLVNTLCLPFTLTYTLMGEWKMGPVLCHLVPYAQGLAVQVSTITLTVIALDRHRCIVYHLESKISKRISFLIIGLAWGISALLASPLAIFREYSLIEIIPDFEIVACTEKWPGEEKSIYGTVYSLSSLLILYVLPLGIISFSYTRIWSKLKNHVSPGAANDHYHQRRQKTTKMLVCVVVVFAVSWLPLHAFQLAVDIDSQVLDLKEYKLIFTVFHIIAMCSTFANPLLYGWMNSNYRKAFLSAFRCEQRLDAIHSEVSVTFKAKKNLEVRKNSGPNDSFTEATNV
MRP1 act: MRP-1 activation; H69AR cells + doxorubicin, viability rescue, CellTiter-Glo; viability increase, % at 10 µM; actives 0.61% (n = 140,000);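 active = viability gain under doxorubicin at or above a set limit, the compound median plus 3 SD, cut at about 4.7% in these data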;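 also: MRP-1 overexpressing cells given doxorubicin 25 µM after compound pretreatment; 18-22 h compound pretreatment then 72 h with doxorubicin before readout; 0% = doxorubicin-only wells and 100% = vehicle-treated cells without doxorubicin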
BB579 growth dn: chemicals that inhibit yeast BB579 growth in restrictive medium (lifespan-shortening candidates). inhibition, % at 10 µM. AID 804. actives 0.51% (n = 140,000). S. cerevisiae BB579 growth, OD615, 48 h;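 active = inhibition above a set limit, 3 SD over the mean compound inhibition, cut at about 44% in these data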; also: inactives centre near -24
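System: Saccharomyces cerevisiae DeaD strain BB579, replicative lifespan model yeast. Buffer or medium: restrictive glucose-based CSMM-D medium. Doses: one dose, 10 µM compound with 0.25% DMSO. Timing: 4 h preincubation and 48 h exposure at 30 °C. Detection: turbidity as optical density at 615 nm. Benchmarks: amphotericin B 10 µg/mL, positive.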
GALR2 blocker: GALR2 (human) receptor antagonism; actives 0.39% (n = 140,000); inhibition, % at 4 µM; AID 828; GALR2-expressing cells, antagonist mode; in the data active = inhibition above about 27%;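 also: cells stimulated with galanin 1-16 at roughly its EC80; 0% = agonist challenge control and 100% = basal control without agonist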
Target sequence (O43603 whole entry, looked up): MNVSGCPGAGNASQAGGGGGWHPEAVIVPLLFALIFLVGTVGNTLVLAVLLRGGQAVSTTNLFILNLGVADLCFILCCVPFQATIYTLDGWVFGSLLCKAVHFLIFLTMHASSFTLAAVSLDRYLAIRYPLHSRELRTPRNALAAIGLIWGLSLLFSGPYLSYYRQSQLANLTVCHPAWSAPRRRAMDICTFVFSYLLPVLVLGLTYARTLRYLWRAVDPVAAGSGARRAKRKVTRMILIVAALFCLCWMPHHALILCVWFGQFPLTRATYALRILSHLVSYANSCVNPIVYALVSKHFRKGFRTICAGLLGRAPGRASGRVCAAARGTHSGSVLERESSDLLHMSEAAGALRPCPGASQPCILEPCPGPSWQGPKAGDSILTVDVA
Measles CPE: protection of cells from measles virus; AID 841; Measles virus-infected cells, CPE protection, absorbance; actives 1.5% (n = 140,000); protection (pct of control), % at 4 µM; in the data active = protection mostly above about 24%, no sharp cut-off; inactive = mostly below about 26%; also: some compounds called inactive have numbers as strong as hits
* marks the source's active call; other numbers are inactive results; . = no result given.

Structure,Measles CPE,BB579 growth dn,HCT116 bCat-KO,E-sel TNF inh,HCT116 PTEN-null,Yeast lifespan up,NPY Y2 blocker,GALR2 blocker,MRP1 act,Phagocytosis inh
CCc1ccc(CNc2ccc(N3CCN(C(C)=O)CC3)cc2)cc1,15.8,-20.2,65.6,-10.1,71.3,-25.8,-4.6,-16.1,-3.9,0.7
COc1ccc(-c2cc(CCCC(=O)NCc3ccccn3)no2)cc1,10.2,-18.2,89.2,-9.2,96.5,-10.5,1.5,1.9,-0.8,0.2
CC(C)(C)NC(=O)C(c1ccccc1)N(Cc1ccco1)C(=O)c1csnn1 (centres undefined),5.5,-4.6,96.6,-6.8,98.2,-8.0,-0.5,12.1,-1.1,-0.6
O=C(CN1C(=O)c2ccccc2C1=O)NN1C(=O)c2ccccc2C1=O,10.8,-26.1,108.8,-4.9,98.9,-26.1,5.3,8.8,-1.1,.
O=C(Nc1ccc2c(c1)OCCO2)C1CCN(c2cnccn2)CC1,11.2,-4.3,102.7,-3.9,96.9,-15.7,3.2,-0.2,-3.5,-1.3
COC(=O)c1ccc(-c2nc(-c3ccc(Br)o3)no2)cc1,24.8,-0.9,85.4,.,99.3,-12.8,0.7,-1.1,1.6,-0.3
CCOc1cc2nc(-c3ccc(OC)c(OC)c3)nc(N3CCOCC3)c2cc1OC,32.9,-22.0,30.9,.,29.0,-24.6,1.2,0.1,-3.7,4.2
Cc1oc(-c2ccc(Cl)cc2)nc1CSCC(=O)NCCCN1CCOCC1,5.0,-20.8,70.5,-43.4,80.5,-6.2,-1.1,6.5,-1.3,-1.5
Cc1ccc(OCC(=O)Nc2ccc(-c3nc4ncccc4o3)cc2)cc1,23.5,13.7,93.7,-20.7,98.5,-8.6,0.5,0.1,-0.8,-2.6
Cc1ccc(CCc2nnc(SCC(=O)Nc3cc(Cl)ccc3Cl)n2-c2ccccc2)o1,7.3,-26.5,82.6,.,71.8,2.1,12.2,11.6,-2.4,-8.9
CCOC(=O)c1cnc(SCC(C)C)nc1N,4.5,-16.8,88.6,-32.3,92.0,-6.8,2.5,-1.5,-2.2,.
Cc1[nH]c2c(C)cccc2c1CCNS(=O)(=O)c1cccc([N+](=O)[O-])c1,7.6,-7.8,86.4,4.6,74.5,-3.0,-5.8,4.3,-0.9,-10.1
CCS(=O)(=O)N1CCCC(C(=O)NCc2ccc3c(c2)OCO3)C1 (centres undefined),17.9,-10.3,93.0,.,104.8,-4.8,1.7,2.0,-0.8,.
CCC(=O)NC(c1ccccc1)c1nc2ccccc2[nH]1 (centres undefined),20.4,15.8,108.5,-9.1,104.6,-3.8,-0.2,-1.5,0.6,-0.4
COc1cc(C(=O)O)nc2ccccc12,14.2,-28.4,84.8,-9.4,88.5,-9.9,1.4,6.8,-2.8,-2.8
Cc1ccc(NC(=O)c2ccc(C#CC3(O)CCCCC3)cc2)cc1C,2.4,-52.8,85.6,-71.9,79.3,3.2,1.0,2.2,-0.6,0.1
Cn1c(=O)oc2cc(S(=O)(=O)NCCC(=O)N3CC=C(c4ccccc4)CC3)ccc21,4.2,-32.5,69.5,.,62.7,-24.5,2.0,-6.6,-2.4,.
Cc1ccc(N2C(N)=C(C#N)C3(C(=O)N(C)c4ccccc43)C3=C2CC(C)(C)CC3=O)cc1Cl (centres undefined),9.2,13.9,91.7,41.4,91.2,-5.8,-0.7,-4.9,-2.4,-0.4
COc1ccc(-c2c3c(=O)n(C)c(=O)n(C)c3cn2Cc2cccnc2)cc1,16.0,-30.1,99.2,16.6,98.2,-1.4,2.7,-3.5,-0.5,-0.5
O=C(CSc1nc(-c2ccc(F)cc2)cs1)N1CCc2ccccc21,4.4,-0.3,110.6,29.9,109.5,-6.8,2.2,12.2,-0.1,0.0
CCC(=O)Nc1ccc(S(=O)(=O)N2CCCCC2)cc1OC,5.2,-12.2,90.0,23.0,106.3,-3.2,0.1,-4.5,-0.2,-0.2
O=C(O)CC(c1ccccc1)c1ccccc1,9.7,-69.2,98.9,-6.5,100.1,2.4,4.5,3.7,0.3,4.0
Nc1nc(SCC(=O)NC2CCCC2)[nH]c(=O)c1-c1ccccc1,16.3,-57.0,106.7,-11.1,100.5,-13.0,4.0,8.4,-0.5,-0.2
CCNc1nc(Oc2ccc(=O)[nH]n2)nc(N2CCOCC2)n1,15.8,-72.1,97.7,21.6,106.9,12.8,1.3,-7.3,-0.5,-1.2
OCCN(Cc1ccccc1)Cc1cccc(Cl)c1Cl,25.5,-42.1,88.2,1.2,76.9,-21.2,5.3,-7.5,-4.0,.

New compounds follow.
Structure,Measles CPE,BB579 growth dn,HCT116 bCat-KO,E-sel TNF inh,HCT116 PTEN-null,Yeast lifespan up,NPY Y2 blocker,GALR2 blocker,MRP1 act,Phagocytosis inh
COc1ccccc1OCCc1nnc(N)s1,4.3,-67.4,92.3,.,99.1,13.1,0.9,0.6,-0.7,-0.8
CCOC(=O)c1sc(NC(=O)c2ccc(CC)s2)nc1C,5.9,-101.7,84.8,3.0,81.3,3.0,-0.6,1.1,-1.3,.
CNC(=O)c1[nH]cnc1C(=O)Nc1ccccc1OC,24.0,-17.3,92.7,31.3,91.3,.,0.3,-0.5,-3.8,.
O=C(Cn1cc2c(n1)CCCCC2)NCc1ccccc1,16.6,21.7,99.7,.,100.8,-15.6,.,.,-0.4,-0.3
CCCN(CCC)C(=O)c1c(NC(=O)CC)sc2c1CCCCC2,9.1,-22.9,96.8,-7.7,94.1,.,2.5,1.9,-4.9,.
O=C(COc1ccc(/C=N/NS(=O)(=O)c2ccccc2)cc1)Nc1cccc(Cl)c1,9.2,-29.4,70.8,-8.0,67.3,-27.4,17.5*,3.8,-4.0,2.7
Cc1nc(CSc2nc3[nH]ncc3c(=O)n2-c2ccccc2)cs1,-0.4,4.3,100.8,-45.4,95.4,-10.5,4.8,3.4,0.9,-1.4
COc1ccc(S(=O)(=O)N2CCN(S(=O)(=O)c3ccc(C(F)(F)F)cc3)CC2)cc1C,7.5,-50.6,95.9,-22.4,99.8,-6.3,0.2,1.1,-0.3,-5.2
COc1ccc(OC)c(N(CC(=O)N2CCC(C)CC2)S(=O)(=O)c2ccccc2)c1,9.0,13.9,60.4,-10.2,45.7,-13.4,11.6,-13.1,-0.2,.
O=C(CNC(=O)c1ccccc1)NCC(=O)OCc1ccc(Cl)cc1,5.6,-19.9,101.7,26.8,107.2,-17.4,0.9,4.1,0.9,.
CC(C)CNC(=O)COC(=O)c1ccc([N+](=O)[O-])cc1Cl,3.9,-11.3,95.6,.,99.0,6.3,1.4,-5.0,-1.1,-10.5
CN(CCCCCNC(=O)/C=N/O)Cc1ccccc1,10.5,-28.4,92.1,-69.3,92.5,-2.2,-0.7,-0.5,-1.5,-4.5
Cc1ccc(NCc2nnc(SCC(=O)Nc3cccc(O)c3)n2CC2CCCO2)c(C)c1 (centres undefined),2.3,-19.8,80.9,-52.9,82.6,1.4,-1.8,9.3,-3.1,0.7
Cc1ccc(C(=O)N/N=C/C2=Cc3ccccc3OC2C)cc1 (centres undefined),2.0,-19.3,71.0,.,61.8,-7.6,3.6,-9.0,-0.3,-7.8
COc1ccc(Sc2ccc(/C=C3\C(=O)NN(c4ccccc4)C3=O)o2)cc1,6.8,-21.4,61.4,.,56.1,6.5,4.4,-2.3,-5.5,-0.1
CCCCNC(=O)CSc1nc2ccc(N3CCOCC3)cc2c(=O)n1CCc1ccccc1,6.1,-13.6,91.7,.,74.7,-5.2,-1.4,-10.7,-1.4,-2.4
O=C(NCCc1ccccc1)c1cccnc1N1CCCCCC1,36.1*,-46.7,94.4,11.1,95.0,7.1,0.6,-3.1,0.2,-0.5
Cc1ccc(Br)cc1S(=O)(=O)N1CCN(c2ccccc2)CC1,7.2,-107.1,84.5,2.7,88.7,0.1,6.3,-11.6,-1.7,2.6
Cn1c(C(=O)N2CCCC2)cc2c(=O)n(C)c3ccccc3c21,4.4,-24.8,95.5,24.9,104.9,-6.2,1.2,-15.1,-3.0,-1.0
C(=N\Nc1ccc(-n2ccnc2)nn1)/c1ccccc1,7.2,-88.6,90.0,-6.7,107.8,-0.7,2.8,-6.9,-0.4,.
CCOC(=O)/C=C1\SCC(=O)N1CC(=O)Nc1ccccc1OC(F)F,17.5,-25.8,100.2,15.9,90.4,-2.3,2.3,8.1,1.1,0.2
CC(=O)c1cccc(NC(=O)NCc2ccccn2)c1,12.6,-5.0,107.9,-11.7,105.0,-13.3,3.6,4.3,0.3,0.8
Cc1ccc(-n2nc(-c3ccc(N)cc3)cc2N)cc1,9.7,-12.7,85.3,-15.7,91.8,-4.3,0.9,2.6,-2.9,-0.4
O=C(c1ccco1)N1CCN(c2ncnc3sc4c(c23)CCC4)CC1,6.7,-35.3,93.9,2.1,90.0,-19.7,-1.3,-2.0,-3.1,1.1
Cc1ccc(Oc2cc(NC(=O)CCCn3nc([N+](=O)[O-])cc3C)cc([N+](=O)[O-])c2)cc1,5.2,-41.3,79.9,-1.5,79.4,0.5,0.4,-6.9,2.1,-6.5
COC(=O)c1ccc(/C=N/OCC(=O)NC2CCCC(C)C2C)cc1 (centres undefined),12.7,-28.7,74.5,3.2,72.3,1.1,3.0,2.9,-1.2,-0.8
COCCNC(=O)C1CC(c2ccccc2[N+](=O)[O-])=NO1 (centres undefined),0.4,-29.2,97.3,9.2,94.9,-19.2,0.6,-6.2,-2.6,.
CCN(CC)c1ccc2c(C)c(-c3ccc(N)cc3)c(=O)oc2c1,5.9,-5.6,87.7,-7.1,84.7,-24.7,0.2,14.8,-4.4,-0.9
